# Screening results (PubChem)
# Calpain2 inh – blocks pig calpain II enzyme activity. actives 0.37% (n = 220,000). AID 1236. purified calpain II, fluorogenic peptide substrate, 30 min. inhibition, % at 16 µM;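 active = inhibition above about 50%, limit read from the data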
# Ba/F3 V617F tox – reduce viability of Ba/F3 cells dependent on JAK2V617F; Ba/F3 EpoR-JAK2V617F viability, ATP luminescence; inhibition, % at 5.6 µM; actives 1.1% (n = 220,000); AID 1446;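 active = inhibition above the campaign mean plus 3 SD over all tested compounds, cut at about 24% in these data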;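 also: cytokine-independent growth of Ba/F3 cells driven by EpoR plus mutant JAK2; 0% = DMSO-treated cells and 100% = JAK inhibitor I control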
# PERK inh – blocks human PERK kinase; Q9NZJ5; CHO PERK-DD fusion, SEAP luminescence translation reporter; inhibition, % at 5.6 µM; actives 0.17% (n = 220,000);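 active = inhibition above the mean inhibition of all tested compounds plus 3 SD, set separately per screening campaign, cut at about 2.9% in these data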;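 also: PERK kinase domain activated by AP20187 dimerizer at 100 nM; 0% = DMSO with dimerizer and 100% = rapamycin at 8.4 µM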
# BaF3 parental – counter-screen for JAK2V617F inhibitors: parental Ba/F3 viability inhibitors; CellTiter-Glo ATP luminescence; inhibition, % at 5.6 µM; actives 1.1% (n = 220,000);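 active = inhibition above a per-campaign cutoff, the mean inhibition of all tested compounds plus 3 SD, cut at about 27% in these data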;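 also: 0% = DMSO wells and 100% = JAK Inhibitor I control wells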
# TRPML3 ag – human mucolipin-3 channel agonism. Q8TDD5. actives 0.29% (n = 220,000). AID 1448. activation, % at 3 µM. HEK293 TRPML3-YFP, Fluo-8 calcium fluorescence; 100% = the carbachol control signal;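 active = activation above its plate's cutoff, the mean activation of the plate's test wells plus 3 SD, cut at about 12% in these data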;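 also: 0% = DMSO only wells and 100% = carbachol wells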
# Target sequence (Q8TDD5 whole entry, looked up): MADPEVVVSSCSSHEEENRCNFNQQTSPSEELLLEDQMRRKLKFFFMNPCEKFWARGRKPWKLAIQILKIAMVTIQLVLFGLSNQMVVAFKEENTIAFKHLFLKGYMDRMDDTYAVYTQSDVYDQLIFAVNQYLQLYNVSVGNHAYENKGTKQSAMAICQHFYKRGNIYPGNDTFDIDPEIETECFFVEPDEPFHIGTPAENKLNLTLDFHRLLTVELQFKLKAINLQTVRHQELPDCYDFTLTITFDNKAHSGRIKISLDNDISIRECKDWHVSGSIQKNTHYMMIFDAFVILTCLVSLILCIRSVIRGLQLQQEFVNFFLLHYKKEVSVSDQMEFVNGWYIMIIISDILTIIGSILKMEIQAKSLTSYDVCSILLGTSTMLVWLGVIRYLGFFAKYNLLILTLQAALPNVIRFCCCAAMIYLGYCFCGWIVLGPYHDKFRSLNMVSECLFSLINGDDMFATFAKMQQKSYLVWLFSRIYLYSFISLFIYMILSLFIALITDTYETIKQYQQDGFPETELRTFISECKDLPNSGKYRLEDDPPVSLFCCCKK
#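 system = HEK293 cells stably carrying human TRPML3-YFP | doses = one concentration, 3 µM nominal, 0.3% DMSO | timing = dye loading 1 h 37 °C then 30 min ambient, 125 s read | detection = Fluo-8 calcium dye fluorescence, ex 470-495, em 515-575 nm | benchmarks = high control carbachol 87 µM, low control DMSO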
# EP2 mod – modulates human prostaglandin E2 receptor EP2 signaling; P43116; induction, % at 25 µM; EP2-expressing cells, cAMP HTRF FRET, PGE2 co-stimulation; actives 0.83% (n = 260,000);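 active = compounds whose cAMP rise, as percent of the full-agonist control response, exceeds 60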;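 also: rat C6 glioma line stably carrying human EP2 under a CMV promoter; the protocol text gives 20 µM as final concentration; 100% = response of wells given 1 µM PGE2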
# S1P4 antag – human S1P4 receptor antagonism. O95977. S1P4-expressing cells, antagonist mode, reporter read-out. inhibition, % at 4.98 µM. actives 0.26% (n = 220,000). AID 1510; in the data active = inhibition above about 29%;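 also: 0% = wells stimulated with agonist and 100% = vehicle wells without agonist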
# Target sequence (O95977 whole entry, looked up): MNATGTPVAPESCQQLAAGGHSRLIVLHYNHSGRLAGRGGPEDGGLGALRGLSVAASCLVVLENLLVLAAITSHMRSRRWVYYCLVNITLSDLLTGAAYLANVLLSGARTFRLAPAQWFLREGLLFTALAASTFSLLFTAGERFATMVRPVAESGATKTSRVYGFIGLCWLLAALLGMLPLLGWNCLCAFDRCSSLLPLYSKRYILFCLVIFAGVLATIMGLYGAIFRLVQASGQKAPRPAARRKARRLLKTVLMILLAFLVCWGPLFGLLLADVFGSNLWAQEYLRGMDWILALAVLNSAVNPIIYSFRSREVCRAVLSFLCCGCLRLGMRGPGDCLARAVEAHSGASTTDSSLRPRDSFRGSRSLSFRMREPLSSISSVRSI
# TRPN1 ag – agonists of zebrafish TRPN1 channel | activation, % at 3 µM | actives 0.18% (n = 220,000) | HEK293 zebrafish TRPN1-YFP, Fluo-8 calcium fluorescence; 100% = response to 87 µM carbachol | AID 1424;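 active = activation above its plate's cutoff, the mean activation of test wells on that plate plus 3 SD, cut at about 19% in these data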;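 also: 0% = DMSO alone and 100% = 87 µM carbachol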
#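 Control set: carbachol 87 µM as high control, DMSO as low control; system: HEK293 stable line with zebrafish TRPN1-YFP; read-out: % activation versus carbachol response; detection: intracellular calcium fluorescence with Fluo-8; doses: single test compound dose, 3 µM nominal, 0.3% DMSO; schedule: dye 1 h 37 °C plus 30 min RT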
# S1P4 ag – human S1P4 receptor agonism; AID 1509; S1P4-expressing cell line, agonist reporter assay; activation, % at 4.98 µM; actives 0.35% (n = 220,000); O95977; in the data active = activation above about 11%;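 also: 0% = DMSO vehicle and 100% = reference agonist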
# Starred values were filed as active, the others as inactive; i = inactive; . = not tested or not shown; & = joins results of further samples.
nr	mol	Calpain2 inh	Ba/F3 V617F tox	PERK inh	BaF3 parental	TRPML3 ag	EP2 mod	S1P4 antag	TRPN1 ag	S1P4 ag
1	Cc1ccc(C(=O)N/N=C\c2ccc(OC(=O)c3cccs3)cc2)cn1	19	3	-0.6	1	-0.5	-3	4	1.2	-0.2
2	CCCN(Cc1ccccc1)C(=S)Nc1ccc(F)cc1	-13	13	0.4	18	0.5	-5	9	-1.3	-0.4
3	O=c1[nH]c2cc(Cl)cc(Cl)c2[nH]c1=O	-162	0	0.5	6	0.6	10&-18	-7	0.8	0.6
4	COc1ccc(-c2cc(-c3ccc(OC)cc3)nc(-c3ccc4c(c3)NC(=O)CO4)c2)cc1	-126	1	0.8	1	0.7	-9	-6	-0.4	-2.2
5	O=C1c2ccc([N+](=O)[O-])cc2C(=O)N1CNc1ccccn1	-3	1	1.4	3	0.7	9	1	0.8	-0.7
6	N#Cc1cc(-c2ccccc2)c[nH]c1=O	i	-2	0.0	5	0.6	14	-27	1.5	1.4
7	CCO[C@H]1OC(C(=O)NCc2ccccc2)=C[C@@H](c2coc3ccccc3c2=O)[C@@H]1CCCO	-3	1	0.8	-3	-0.3	10	1	2.0	1.2
8	CCNc1nc(Oc2ccc(C(=O)OC)cc2)nc(N2CCOCC2)n1	6	5	-0.6	-7	0.1	-18	-10	1.1	1.2
9	Cc1cc(C)nc(NS(=O)(=O)c2ccc(NC(=O)c3ccc4c(c3)OCO4)cc2)n1	34	-4	0.6	4	0.2	9	-18	0.8	0.9
10	CCCN(CCC)C(=O)C1CC(=O)OC12CCCCC2 (stereo not given)	2	5	0.0	7	-1.2	8	1	-0.9	1.3
11	CCC1Sc2ccccc2N(CC(=O)NC2CCCC2)C1=O (stereo not given)	24	-2	0.5	2	-0.8	23	-10	-0.6	0.1
12	CC(C)OC(=O)c1ccc(N2C(=O)C3CC=CCC3C2=O)cc1 (stereo not given)	18	1	0.1	5	0.1	15	10	-0.5	-0.2
13	CCCC(=O)OC1CC(C)N(C(=O)c2ccccc2)c2ccc(C)cc21 (stereo not given)	-5	-3	-1.3	2	-1.7	22	-10	-2.4	0.8
14	CCOC(=O)Cn1c(=O)oc2cc(S(=O)(=O)Nc3ccc(N(CC)CC)cc3C)ccc21	1	-2	1.5	7	0.2	-36	0	1.8	-0.8
15	COc1ccc(Cl)cc1C(=O)Nc1nc2ccc(S(C)(=O)=O)cc2s1	-108	-3	1.8	0	0.0	25	-5	-0.8	0.6
16	Cc1nc2c3cnn(-c4ccccc4)c3ncn2n1	-38	-3	-1.2	1	0.2	-6	-3	-0.4	-1.2
17	CCOC(=O)c1[nH]c(C)c(/C(O)=C2\C(=O)C(=O)N(CCN(C)C)C2c2ccncc2)c1C (stereo not given)	7	0	1.6	2	0.7	-5	-14	1.1	-1.0
18	COc1ccc(C(=O)NC2CC(C)(C)Cc3occc32)cc1 (stereo not given)	-9	0	0.7	4	-1.1	-7	-3	0.7	1.5
19	COc1ccc(-c2cc3nc(C)c(CCC(=O)NCc4ccc(F)cc4)c(C)n3n2)c(OC)c1	-115	-2	2.1	4	-0.4	-37	-6	-0.3	0.4
20	CCCN1CCN(C(=S)Nc2ccc3nc(N4CCN(CC)CC4)cc(C)c3c2)CC1	16	5	-0.8	7	1.0	-39	-26	-0.5	2.7
21	C#CCNC(=O)C1=C[C@@H](c2ccccc2)C[C@@H](OCc2ccc(CO)cc2)O1	-25	-1	1.4	-4	0.1	-13	3	1.1	-0.7
22	Cc1nn(Cc2ccccc2Cl)c2sc(C(=O)OC3CCCC3=O)cc12 (stereo not given)	6	-2	0.0	4	0.6	6	9	1.6	3.1
23	O=C(O)/C=C/C(=O)Nc1ccc(Oc2ccccc2)cc1	11	-4	2.0	-2	0.4	1	11	-0.2	-0.7
24	C=CCSc1nc(C)cc2c1C(=O)OC2	7	-3	1.0	-1	-0.1	6	-4	-0.7	-1.5
25	NC(=O)c1ccsc1NC(=O)CSc1nnc(Nc2ccccc2)s1	-56	-1	0.9	3	1.4	-50	-12	3.9	0.4
26	O=C(O)c1cc(-c2ccc(/C=C3\NC(=O)N(c4ccc(Cl)cc4)C3=O)o2)ccc1Cl	-41	-2	1.5	0	0.7	23	1	0.5	0.6
27	CCCCc1cc(=O)oc2cc(C)cc(OCC(=O)O)c12	i	2	-0.5	3	0.9	40	-21	1.2	-0.4
28	CC(=O)Nc1ccc2c3c(cccc13)C(=O)N(c1ccccc1)C2=O	i	3	1.2	1	1.1	-18	-2	0.0	0.5
29	Cc1ccccc1OCC(=O)Nc1ccccc1CO	17	0	-1.3	0	0.8	-6	-4	-0.1	0.7
30	Cc1ccc(C(=O)NCCN2CCCC2)cc1	-13	-3	0.2	2	1.1	2	0	0.2	-0.7
31	COc1ccc(/C=C2\SC(=S)N(CC(=O)NNC(=O)c3ccncc3)C2=O)cc1	-96	0	0.3	8	0.6	27	-5	1.2	0.5
32	COc1ccc(C(=O)Nc2cc3c(cc2C#N)OCO3)cc1S(=O)(=O)NCc1ccco1	9	-1	1.2	1	0.1	14	12	1.6	0.2
33	COC(=O)Nc1ccc(Oc2ccccc2)cc1	-25	-2	1.3	5	-0.6	33	-8	-0.3	1.1
34	Cc1ccc(S(=O)(=O)CCC(=O)Nc2ccc3c(c2)OCO3)cc1	28	-2	0.7	2	0.6	-7	-5	-0.9	2.1
35	CCOc1cc(S(=O)(=O)N2CCN(Cc3ccccc3)CC2)ccc1Br	25	0	-0.4	5	-0.9	-58	-6	-0.6	0.1
36	COCCNc1ccnc2c(Cl)cccc12	8	2	0.5	4	0.4	6	-11	0.9	2.1
37	CCOC(=O)C1=C(O)C(=O)N(c2ccc(S(N)(=O)=O)cc2)C1c1ccc(Cl)cc1 (stereo not given)	-88	-4	0.6	0	0.5	30	-14	-0.5	-0.3
38	O=S(=O)(Nc1cccc(-c2nc3cccnc3s2)c1)c1ccc2c(c1)CCCC2	-28	2	1.1	6	1.0	-48	-12	0.1	1.8
39	CCC(=O)Nc1cccc(NC(=O)CSc2nnc(C(C)C)n2CC)c1	14	0	-0.1	6	0.2	24	0	-1.4	1.1
40	O=C(NCc1ccccc1)C(c1ccc(F)cc1)N(Cc1cccs1)C(=O)c1cnccn1 (stereo not given)	-2	-1	0.1	2	0.4	21	21	1.5	0.0

# Record cards (already shown).
# Entry for O=S(=O)(Nc1cccc(-c2nc3cccnc3s2)c1)c1ccc2c(c1)CCCC2 = Calpain2 inh = -28; Ba/F3 V617F tox = 2; PERK inh = 1.1; BaF3 parental = 6; TRPML3 ag = 1.0; EP2 mod = -48; S1P4 antag = -12; TRPN1 ag = 0.1; S1P4 ag = 1.8
# Entry for CCC(=O)Nc1cccc(NC(=O)CSc2nnc(C(C)C)n2CC)c1 = Calpain2 inh = 14; Ba/F3 V617F tox = 0; PERK inh = -0.1; BaF3 parental = 6; TRPML3 ag = 0.2; EP2 mod = 24; S1P4 antag = 0; TRPN1 ag = -1.4; S1P4 ag = 1.1

# (next part)
nr	mol	Calpain2 inh	Ba/F3 V617F tox	PERK inh	BaF3 parental	TRPML3 ag	EP2 mod	S1P4 antag	TRPN1 ag	S1P4 ag
41	CCCOP(=O)(OCCC)C1(Nc2ccc(C)cc2)CCCCC1	4	-4	-0.6	-1	-0.6	40	-8	-1.1	2.0
42	Cc1ccc(/C=C/C(=O)O)cc1S(=O)(=O)NCc1cccnc1	-10	-4	1.7	-4	1.2	29	-2	2.0	-1.9
43	O=C(O)CCc1ccc(-c2cccs2)n1Cc1ccco1	-82	11	0.4	8	-0.3	40	18	0.3	0.5
44	Fc1ccc(C(c2nnnn2Cc2cccs2)N2CCN(c3ccccc3)CC2)cc1 (stereo not given)	-3	-3	0.1	0	0.1	27	-17	-0.7	-0.5
45	CC(OC(=O)C(C)N1C(=O)C2C3C=CC(C4CC34)C2C1=O)C(=O)c1ccccc1 (stereo not given)	-8	-5	-0.5	1	1.1	0	-20	1.4	-0.3
46	COc1ccccc1CNC(=O)c1n[nH]c2ccccc12	26	-7	0.8	-4	-1.2	-27	-3	-1.9	-0.9
47	CCOc1cc(NC(=O)c2ccco2)c(OCC)cc1NC(=O)COc1ccccc1C	.	-2	1.1	7	0.0	.	-15	-0.9	0.4
48	COc1cccc(/C=N/NC(=S)NCc2ccco2)c1OC	-23	-4	0.9	0	-1.4	-8	-26	1.3	0.7
49	COc1ccccc1-c1cc(C(=O)N/N=C/C=C/c2ccccc2[N+](=O)[O-])c2ccccc2n1	-280	-1	-2.0	4	0.6	25	-4	0.3	-2.7
50	O=C(O)COc1ccc2c3c(c(=O)oc2c1)CCCC3	-237	3	-0.3	3	0.7	27	-22	1.6	0.1
51	CC(=O)Nc1nonc1-c1nc2ccccc2n1CCC(C)C	-28	-1	0.7	2	-0.3	56	-1	-1.8	-1.4
52	CCN(CC(=O)NCc1ccc(F)cc1)C(=O)/C=C/c1ccco1	28	4	-0.2	3	0.0	1	0	-0.2	-0.8
53	COc1ccc(C2/C(=C(/O)c3ccccc3)C(=O)C(=O)N2CCN2CCOCC2)c(OC)c1 (stereo not given)	7	0	1.1	4	0.2	8	-20	-0.6	2.7
54	COC(=O)c1ccc2c(c1)NC1=C(C(=O)CC(C)(C)C1)C(c1ccncc1)N2 (stereo not given)	-3	-2	-0.6	2	-0.6	11	-2	-1.1	1.8
55	O=C(O)C1C2C=CC(C2)C1C(=O)Nc1ccc(C(=O)N2CCCCC2)c(Cl)c1 (stereo not given)	11	1	0.6	-1	1.1	1	3	0.5	-2.0
56	COc1cc(Cl)c(C)cc1NC(=O)CSc1nc2ccccc2o1	10	-2	-0.1	-1	-1.8	18	-39	-3.0	1.0
57	COc1ccc(-c2cc(C(F)F)nc(-n3nc(C)cc3C)n2)cc1	-81	-2	-0.8	6	-0.6	25&56	12	-0.5	-0.3
58	COCCNC(=O)COC(=O)c1nsc(Cl)c1Cl	-7	-2	1.2	1	0.6	21	4	0.6	2.3
59	COc1ccc(S(=O)(=O)N(CC(=O)NCc2ccco2)C2CCCCC2)cc1OC	-16	6	-1.4	6	-0.4	-1	2	0.4	-0.6
60	Cc1cc(C(=O)NCCCn2ccnc2)cs1	-6	3	1.4	0	1.3	7	5	0.4	0.8
61	O=C1CSc2ccccc2N1Cc1ccccc1F	26	0	-0.2	8	-1.3	54	-13	-3.0	2.4
62	CC(C)c1nc2n[nH]c(N)c2c2c1CSC(C)(C)C2	-39	3	0.5	4	0.0	20	-10	0.0	0.9
63	O=C(CN1CCC(C(O)(c2ccccc2)c2ccccc2)CC1)Nc1ccccc1	2	1	-0.6	6	1.5	26	-5	1.5	2.3
64	COc1ccc(OCCn2c(NC(=O)c3ccco3)nc3ccccc32)cc1	-200	-2	-1.8	4	0.2	23	-17	-0.8	2.0
65	CCOc1ccccc1Nc1nc(N)nc(CSc2nncn2C)n1	-26	-4	0.1	0	0.3	-3	-6	0.0	-0.1
66	O=[N+]([O-])c1cccc(/C=C2\CCC(/C=N/Nc3ccc4ccccc4n3)=C2N2CCOCC2)c1	-70	-6	0.7	7	0.5	17	-11	-0.2	1.7
67	CC(C)n1c2ccccc2c2cc([N+](=O)[O-])ccc21	-8	0	0.2	8	0.2	65*	-14	-1.4	-0.9
68	Cc1cccc(N(CC(=O)Nc2ccccc2-c2ccccc2)S(=O)(=O)c2ccccc2)c1C	4	-1	-0.3	2	0.3	64*	-30	-1.0	-2.3
